# Screening results: PubChem, Broad Institute
# RAD52 inh: RAD52 (human) annealing inhibition; 0.46% of 360,000 active; P43351; inhibition, % at 18.7 µM; recombinant RAD52 DNA annealing, FRET fluorescence;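 active means every replicate showing at least 50% inhibition; inconclusive means mean inhibition at least 50% but not in every replicate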
# Target sequence (P43351 whole entry, looked up): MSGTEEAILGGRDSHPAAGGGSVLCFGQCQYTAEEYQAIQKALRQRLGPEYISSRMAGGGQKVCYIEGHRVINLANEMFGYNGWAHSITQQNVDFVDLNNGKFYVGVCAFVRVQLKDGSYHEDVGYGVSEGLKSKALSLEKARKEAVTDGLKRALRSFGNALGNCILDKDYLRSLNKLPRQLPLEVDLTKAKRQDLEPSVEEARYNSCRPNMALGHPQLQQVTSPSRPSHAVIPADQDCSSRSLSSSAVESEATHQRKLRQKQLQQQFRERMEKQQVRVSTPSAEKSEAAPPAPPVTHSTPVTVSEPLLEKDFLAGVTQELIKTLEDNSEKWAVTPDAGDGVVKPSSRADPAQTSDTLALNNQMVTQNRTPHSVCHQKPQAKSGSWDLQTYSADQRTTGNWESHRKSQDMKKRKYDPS
# esBAF inh: inhibitors of esBAF chromatin remodeling in mouse ES cells; Bmi1-luciferase knock-in reporter, 24 h; 100% = twice the neutral-well signal; reporter increase, % at 12.5 µM; 2% of 350,000 active; AID 602393; in the data active means activation above about 40%; inconclusive means no clear call, values can overlap the other calls;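 further: 0% = median of the plate's neutral control wells and 100% = double that signal; a rise in the Bmi1 reporter signal indicates esBAF inhibition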
# FN deposition inh: fibronectin deposition inhibition. AH1F fibroblasts, Alexa488-fibronectin deposition fluorescence, overnight. inhibition, % at 12.6 µM. 0.086% of 350,000 active. AID 743247;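 active means mean inhibition across replicates of 30% or more, regardless of how many single replicates reach that level; inconclusive means mean under 30% yet at least half of replicates reach 30%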;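 further: positive control wells lacked labelled fibronectin entirely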
#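 test system = AH1F fibroblasts assembling fluorescent fibronectin matrix | quantity = 10000 AH1F cells per well | buffer or medium = DMEM plus 2% serum, read in PBS | doses = single dose, pinned | incubation = 1 h cell attachment, overnight exposure to compound and label | detection = fluorescence at 485 nm excitation, 525 nm emission | read-out basis = inhibition from reduced deposited-fibronectin fluorescence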
# RAD54 inh: RAD54 (human) branch migration inhibition; 0.14% of 360,000 active; Q92698; inhibition, % at 10.4 µM; RAD54 Holliday junction branch migration, FAM/BHQ fluorescence; AID 602329;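 active means mean normalized replicate activity at least 40 and at least half of replicates scoring 40 or more; inconclusive means only one of the two criteria met; inactive means mean below 40 and under half of replicates reaching 40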;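 further: 0% = median of neutral control wells and 100% = median of positive control wells; inhibitors cause a drop in the FAM fluorescence signal; in these data hits start at about 50%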
# EWS-Fli block: blocks EWS/Fli oncoprotein-driven transcription. A673 NR0B1-luciferase reporter, viability-normalised. inhibition, % at 12.6 µM. 0.67% of 350,000 active;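 active means mean inhibition of at least 50% after viability correction, with every replicate also passing that limit; inconclusive means mean reaches 50% but only one of two replicates passes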;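 further: firefly luciferase signal divided by Alamar Blue viability fluorescence both relative to DMSO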
# S100A4 MyoIIA: S100A4-myosin IIA interaction inhibition. S100A4/TAMRA-MyoIIA peptide fluorescence polarization. inhibition, % at 10.7 µM. 0.14% of 360,000 active;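 active means mean inhibition of at least 70% across replicates, with every replicate also reaching that level; inconclusive means mean inhibition reaches 70% but some replicates fall short; inactive means mean inhibition below 70%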
# Target sequence (P26447 whole entry, looked up): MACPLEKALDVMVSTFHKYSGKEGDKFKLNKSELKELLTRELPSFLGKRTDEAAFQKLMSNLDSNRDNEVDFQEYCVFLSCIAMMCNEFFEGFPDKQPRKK
#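 Compound dosing: one dose per compound; test system: human S100A4 monomer with TAMRA-labelled myosin IIA peptide; probe or stimulus: TAMRA-labelled myosin IIA heavy-chain peptide probe, 5 nM; medium: HEPES buffer with Ca2+, pH 7.2; schedule: 5 min incubation before reading; benchmarks: neutral control DMSO, positive control TFP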
# E-sel inducer: E-selectin induction on HUVECs; AID 686992; HUVEC E-selectin immunofluorescence imaging; normalized: neutral wells 0, TNF-alpha wells 100; activation, % at 7.58 µM; 0.37% of 260,000 active;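 active means mean E-selectin-positive cell signal at least 10% of the positive control, reached in at least 60% of replicates, without over 20% cell loss; inconclusive means no rule given, readout overlaps actives, possibly toxicity-flagged; inactive means the rest, including those meeting only one limit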;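 further: in these data hits start at about 27%; measured in HUVEC primary endothelial cells; signal is the percent of cells scored E-selectin positive by PE staining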
#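 Assay system: HUVEC primary endothelial cells. Input: 3,000 HUVEC seeded per well. Doses: one compound dose added by pin transfer. Read-out basis: % PE-positive cells. Benchmarks: TNF-alpha high, DMSO low. Detection: immunofluorescence imaging. Buffer or medium: EGM-2, gelatin.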
# Xi reactivation: reactivates the inactive X chromosome in mouse fibroblasts; 0.055% of 360,000 active; activation, % at 7.58 µM; XiGFP mouse fibroblasts, % GFP-positive cells imaging, 3 d; cells co-treated with 5-aza-dC sensitizer; scaled so ellipticine positive control = 100%;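 active means mean normalized replicate activation at least 10% and every replicate at or above 10%; inconclusive means only one of the two criteria met; inactive means mean below 10% and not all replicates reach 10%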;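 further: 0% = median of on-plate neutral control wells and 100% = ellipticine 6 µM median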
#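 Material: SV40-immortalized XiGFP fibroblast cells, line 68-5-11 | Buffer or medium: DMEM containing 5-aza-dC | Dosing: One concentration, pinned | Times: 3 d treatment, 15 min room-temperature fixation | Controls: Ellipticine 6 µM positive control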
# Active calls of the source: *; ? = inconclusive; . = no result given.
SMILES,RAD52 inh,esBAF inh,FN deposition inh,RAD54 inh,EWS-Fli block,S100A4 MyoIIA,E-sel inducer,Xi reactivation
COc1cc2c(c(OC)c1)C(c1ccncc1)CC(=O)N2 (stereo not given),-10,-4,4,-7,-3,-5,0.3,1.2
Cc1cc(C)nc(Nc2ccc(F)cc2)n1,-14,7,1,-7,-20,4,0.2,0.2
CCOC(=O)c1ccc[n+](CC(=O)Nc2cc(C(F)(F)F)ccc2Cl)c1,-10,.,12,.,4,-3,6.1,0.5
O=C(CC[C@H]1O[C@@H](n2cnc3c(NC(=O)c4ccccc4)ncnc32)[C@H](O)[C@@H]1O)NCc1cccc2ccccc12,-5,4,-3,-4,1,-3,-0.6,1.8
N#C/C(=C/c1ccc(-c2ccccc2)o1)c1nc(-c2cccs2)cs1,-196,.,.,.,83*,49,.,77*
C=CC[C@]12N=C(c3ccc(OCCCO)cc3)O[C@H]1c1ccccc1CN(C(=O)c1ccccc1)C2=O,-10,.,.,-3,0,-14,.,.
CSC1=NCCN1S(=O)(=O)c1ccc(F)cc1,-6,.,-9,.,6,2,.,0.0
O=C(NC(Cc1ccccc1)C(=O)O)/C(=C/c1ccc([N+](=O)[O-])cc1)NC(=O)c1ccccc1 (stereo not given),-12,-3,8,-9,-8,-3,.,1.0
Cc1ccc(OCCNC(=O)[C@H]2O[C@@H](n3ccc(=O)[nH]c3=O)[C@H](O)[C@@H]2O)cc1C,-19,-2,-9,7,-3,-21,-1.6,.
COc1cccc(-n2c(-c3ccco3)nc3nc4ccccc4nc32)c1,-34,.,9,.,-17,-3,-0.1,0.0
COc1ccccc1-c1ccc([C@H]2[C@H]3CN(C(=O)c4cccnc4)CCCCN3[C@H]2CO)cc1,11,-6,8,-4,-6,-1,-0.1,0.1
COC(=O)c1nnn(-c2ccc(Cl)c(Cl)c2)c1C(=O)OC,-3,.,3,.,7,-1,-1.3,0.0
CCN(Cc1ccccc1)C(=O)CN1C(=O)c2ccccc2C1=O,-9,-6,-3,-9,-11,3,0.1,0.0
CC(=O)NC[C@@H]1[C@@H](c2ccc(-c3ccccc3)cc2)[C@H](CO)N1C(=O)C1CC1,-32,-8,11,8,6,-2,0.0,0.1
CC1Sc2ccc(Cl)cc2-c2nc(N)ncc21 (stereo not given),-19,.,-5,.,7,0,0.4,0.0
CC(C)Nc1ncnc2c1cnn2Cc1ccc(Cl)cc1,2,-3,-2,-4,2,-6,.,0.1
Cc1ccc(C(=O)Nc2nnc(Cc3ccccc3)s2)cc1,-19,3,-3,-1,-6,-4,-0.1,0.0
CC(C)(C)n1cnc2cc(NC(=O)c3ccc(Cl)cc3)ccc21,-8,7,-5,8,-37,-5,.,0.0
O=C(CN1C(=O)c2ccccc2C1=O)Nc1cccc(S(=O)(=O)Nc2ccccc2Cl)c1,2,.,15,.,1,4,2.1,-0.1
COc1cccc(CNC(=O)[C@@H]2CCCN2C(=O)[C@H]2CCCCN2C(=O)c2cccs2)c1,-3,.,5,.,-11,10,0.4,0.0
COc1ccc(CNC(=O)C(C)Sc2ccc(C)cc2)cc1 (stereo not given),-2,.,2,.,-1,1,.,0.0
c1ccc2cc3c(NCCN4CCOCC4)ccnc3cc2c1,79*,.,-1,.,38,-3,.,0.1
COC(=O)c1ccc(CNC(=O)COC(=O)CC23CC4CC(CC(Br)(C4)C2)C3)cc1,-10,.,8,.,4,3,0.1,0.2
O=C1CCCC(O)=C1Sc1ccccc1C(=O)O,-23,-3,3,-2,-13,3,-1.2,0.0
COc1cc([N+](=O)[O-])ccc1NC(=O)C1CCCN(S(C)(=O)=O)C1 (stereo not given),-20,-2,-21,2,-8,-4,.,0.2
COC(=O)c1ccsc1NC(=O)CCS(=O)(=O)c1ccccc1,-60,.,-7,-17,.,6,0.5,0.4
COc1ccc(S(=O)(=O)Cc2ccc(C(=O)N3CCN(c4cccc(C)c4C)CC3)o2)cc1,-9,-4,6,-2,2,1,.,0.1
COc1ccc(S(=O)(=O)Cc2ccc(C(=O)NCc3ccccc3OC)o2)cc1,-3,5,-9,-4,-5,-1,.,0.2
C[C@H]1CN([C@@H](C)CO)C(=O)c2cccc(NC(=O)c3ccncc3)c2O[C@@H]1CN(C)CC1CC1,5,1,.,5,7,37,0.2,0.1
COc1ccccc1OCCCCCNCCO,-21,6,.,-1,-7,-7,.,.

# Reformatted bar-delimited: part of the list above.
Structure | RAD52 inh | esBAF inh | FN deposition inh | RAD54 inh | EWS-Fli block | S100A4 MyoIIA | E-sel inducer | Xi reactivation
c1ccc2cc3c(NCCN4CCOCC4)ccnc3cc2c1 | 79* | . | -1 | . | 38 | -3 | . | 0.1
O=C1CCCC(O)=C1Sc1ccccc1C(=O)O | -23 | -3 | 3 | -2 | -13 | 3 | -1.2 | 0.0

# Additional records follow.
SMILES,RAD52 inh,esBAF inh,FN deposition inh,RAD54 inh,EWS-Fli block,S100A4 MyoIIA,E-sel inducer,Xi reactivation
Cc1cccc(C2CC(c3ccccc3)=NN2c2ccc(S(N)(=O)=O)cc2)c1 (stereo not given),-19,-6,-9,4,-5,-26,-0.2,0.0
O=C(CSc1nncn1-c1ccccc1)Nc1cc(F)ccc1F,-3,1,7,12,0,-2,.,-0.1
Cc1cc(C(=O)Cn2nc(C(=O)O)c3ccccc3c2=O)c(C)n1CCc1ccc(F)cc1,-12,-4,5,9,-16,2,.,0.6
CCn1c(=O)c(C(=O)CN2CCN(S(=O)(=O)c3ccccc3)CC2)c(N)n(Cc2ccccc2)c1=O,-12,.,9,.,9,14,3.8,0.1
C[C@H](CO)N1C[C@H](C)[C@H](CN(C)C(=O)[C@H](Cc2ccccc2)N(C)C)OCc2ccccc2-c2c(n(C)c3ccccc23)C1=O,13,24,13,-5,14,9,-0.1,0.2
CCCC(=O)Nc1ccc2c(c1)C(=O)N(C)[C@H]1CC[C@@H](CC(=O)N3CCc4ccccc4C3)O[C@H]1CO2,.,-8,5,-13,2,.,0.1,-0.1
Cc1ccc(C)c(NC(=O)COC(=O)COc2cccc3c2OC(C)(C)C3)c1,6,1,-11,-2,1,-4,.,0.1
O=C(COC(=O)c1cc([N+](=O)[O-])ccc1N1CCOCC1)NCCc1ccccc1,-7,-7,.,-4,.,3,-0.5,0.2
Cc1cc(Nc2ccccc2Cl)nc(-c2ccccc2O)n1,-12,6,13,-10,10,0,0.3,0.0
CC(CCc1ccccc1)NC(=O)Cc1ccc(Br)cc1 (stereo not given),0,-4,8,-2,-10,2,.,0.2
C=CCNC(=O)c1cc(-c2ccc3c(c2)OCO3)on1,-6,-26,.,0,-10,-5,.,0.4
COc1cc(/C=C/c2ccc3cccc(O)c3n2)cc(OC)c1OC,-8,14,16,3,-14,2,0.4,2.8
CO[C@@H]1CN(C)C(=O)c2cc(NC(=O)C3CCCC3)ccc2OC[C@@H](C)N(C)C[C@@H]1C,4,2,12,6,-7,-2,0.3,-0.1
CCN(C(=O)C(C)Cl)c1ccccc1 (stereo not given),-4,-2,15,-4,-2,-2,0.0,0.0
COc1ccc(Cl)cc1/C=N/NC(=O)c1c(-c2ccccc2)noc1C,-6,-6,6,7,-22,-6,.,0.2
CCOc1ccc2nc(SCC(=O)c3ccc(O)cc3O)sc2c1,-14,6,4,-5,-12,2,0.2,0.1
Cc1cc(NC(=O)c2ccccc2)nc(C)n1,-2,10,-2,.,3,-7,11,0.0
CSCCC(NC(=O)OCc1ccccc1)C(=O)NCc1cccnc1 (stereo not given),15,-6,14,-3,3,15,.,0.1
COC(=O)CSc1nnc(-c2c[nH]c3ccccc23)o1,-6,4,4,-4,-3,-3,0.0,0.1
COc1ccc(-c2c(C)oc3cc(O)cc(O)c3c2=O)cc1OC,2,0,1,-1,0,-14,0.3,0.1
Cc1nnc(SC(C)C(=O)NC2CCCCC2C)n1N (stereo not given),0,-1,5,.,-1,12,0.3,0.3
COC(=O)c1sccc1NC(=O)Nc1cccc(C)c1,-20,95*,-8,.,-10,-18,.,0.4
COC(=O)[C@]12C[C@H](CC(=O)NCc3ccc(OC)c(OC)c3)C(=O)N(Cc3ccccc3)C1=C[C@H](C(C)(C)C)O[C@@H]2C,-5,.,8,.,-2,-16,-0.1,0.2
CC(=O)N(C)C[C@@H]1Oc2cc(C#C[C@H](C)O)ccc2S(=O)(=O)N([C@@H](C)CO)C[C@@H]1C,-4,-5,.,-1,-3,8,-0.2,-0.8
CO[C@@H]1CN(C)C(=O)c2ccc(NC(=O)c3ccc(F)cc3)cc2OC[C@@H](C)N(C(=O)c2ccc(F)cc2)C[C@H]1C,-162,0,0,-22,2,6,2.7,0.2
C[C@@H]1CCCCO[C@H](CN(C)C(=O)Nc2ccccc2)[C@H](C)CN([C@@H](C)CO)C(=O)c2cc(NC(=O)NC3CCCCC3)ccc2O1,4,-6,15,-3,3,-1,.,0.0
O=C(C[n+]1ccccc1)N/N=C/c1cc(Br)ccc1O,-11,-10,7,2,14,30,0.5,0.0
Cc1nnsc1C(=O)N1CCCC(C(=O)c2ccc(C(F)(F)F)cc2)C1 (stereo not given),-3,.,8,.,-8,-2,.,0.1
Cc1cc2cc(CNC(=S)Nc3ccc(OC(F)(F)F)cc3)ccc2n1C,-87,-6,-8,6,-10,50,21,-0.1
O=C(COc1ccc(Cl)cc1)N(Cc1cccs1)C1CCS(=O)(=O)C1 (stereo not given),-4,-1,-6,4,0,4,.,0.1
COc1ccc(NS(=O)(=O)c2ccc3c(c2)CCCN3C(C)=O)cc1,-1,-1,-2,-12,-9,-11,121*,0.3
COc1ccc(OCCSc2nc3ccccc3n2CCC(=O)O)cc1,-42,-1,-9,1,1,-1,2.9,1.1
CC(C)(C)c1ccc(COc2ccsc2C(=O)O)cc1,-16,.,-15,.,-11,11,.,0.4
Cc1cc(C(=O)Nc2ccccc2Cl)n(-c2ccccc2)n1,-11,1,-3,-8,7,-4,?,0.4
COc1ccc(S(=O)(=O)Nc2ccc3c(c2)C(=O)N([C@@H](C)CO)C[C@H](C)[C@H](CN(C)S(C)(=O)=O)O3)cc1,13,-7,.,8,-3,-75,-3.3,0.0
Cc1ccc2c(C)c(C(=O)NCCN3CCOC3=O)oc2c1C,-5,5,11,8,-7,-7,-0.1,0.0
C[C@@H]1CCCCO[C@@H](CN(C)Cc2ccc(C(F)(F)F)cc2)[C@H](C)CN([C@H](C)CO)C(=O)c2cc(NS(=O)(=O)c3cccs3)ccc2O1,-23,4,.,-8,9,3,-0.1,2.8
O=C(Nc1cccc(S(=O)(=O)N2CCCCCC2)c1)C1CCN(C(=O)c2ccc(F)cc2)CC1,-6,.,-7,.,13,12,.,0.3
COc1ccc(S(=O)(=O)Nc2ccc3c(c2)C(=O)N([C@@H](C)CO)C[C@H](C)[C@H](CN(C)Cc2ccccc2)OCCCC[C@@H](C)O3)cc1,.,10,4,-12,-8,.,-0.4,0.5

# The order is random; any-hit rate near 3%.
